Granule exo inh: blocks lytic granule exocytosis; hit rate 0.66% among 360,000; inhibition, % at 10 µM; TALL-104 LAMP-1 surface exposure, flow cytometry; cells stimulated with thapsigargin and PMA;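 active = inhibition above about 55%, limit read from the data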
LRH-1 inv ag: suppresses constitutive activity of human LRH-1; O00482; hit rate 0.13% among 360,000; AID 602396; HEK293T StAR-luciferase reporter, LRH-1 transfected, 24 h; inhibition, % at 3.6 µM;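 active = inhibition above the mean inhibition of all tested compounds plus 3 SD, cut at about 73% in these data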;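 also: 0% = DMSO wells and 100% = reporter-only cells lacking LRH-1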
TROY NFkB inh: blocks TROY-dependent signaling in reporter cells | Q293 LMP1-TROYcd NF-kB luciferase reporter, 4 h | inhibition, % at 10 µM | hit rate 0.98% among 360,000 | AID 1347056;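 active = compounds whose plate-normalised and pattern-corrected inhibition of the luciferase reporter signal at the single screening dose is 50% or more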
NR2F2 inh: inhibitors of human COUP-TFII (NR2F2). AID 686940. hit rate 0.7% among 370,000. HEK293T NGFI-A luciferase reporter, luminescence. P24468. inhibition, % at 8.6 µM;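 active = inhibition above a per-plate cutoff, mean inhibition of test wells between control levels plus 3 SD, cut at about 38% in these data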;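 also: cells cotransfected with COUP-TFII expression vector driving the NGFI-A reporter; 0% = median of COUP-TF2 test wells and 100% = reporter-only cells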
TLR9-MyD88 block: blocks human TLR9 binding to MyD88; hit rate 0.21% among 340,000; AID 504734; inhibition, % at 4.98 µM; CHO BLA complementation TLR9-MyD88, CCF4 FRET ratio;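 active = inhibition above the mean over all tested compounds plus 3 SD, cut at about 21% in these data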;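 also: 0% = DMSO only wells and 100% = clavulanate BLA inhibitor control wells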
SRC3 inh: human NCOA3 inhibition; hit rate 0.17% among 360,000; HEK293 GAL4-SRC3 luciferase reporter, luminescence; Q9Y6Q9; inhibition, % at 3.6 µM;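 active = inhibition above a per-campaign cutoff, the mean of all compounds plus 3 SD, cut at about 60% in these data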;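 also: 0% = DMSO-treated cells and 100% = gossypol-treated cells at 36 µM; higher means less SRC3-driven luciferase light from the GAL4 reporter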
ABHD5-PLIN5 inh: inhibitors of human ABHD5-perilipin-5 interaction. Q00G26+Q8WTS1. Split G. princeps luciferase complementation, luminescence, 4 h. inhibition, % at 4 µM. hit rate 0.78% among 360,000. AID 602281;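 active = inhibition above the mean inhibition across every tested compound plus 3 SD, cut at about 22% in these data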;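 also: 0% = DMSO only wells and the 100% control is not disclosed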
SRC2 inh: human SRC2 (NCOA2) inhibition. Q15596. hit rate 0.17% among 370,000. HEK293 GAL4-SRC2 luciferase reporter, luminescence. inhibition, % at 9 µM. AID 651957;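 active = inhibition above the mean inhibition of all tested compounds plus 3 SD, set per campaign, cut at about 52% in these data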;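 also: 0% = DMSO treated cells and 100% = cells given Gossypol at 36 µM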
NOD2-RIPK2 inh: NOD2-RIPK2 protein interaction inhibition; CHO BLA complementation NOD2-RIPK2, CCF4 ratio; hit rate 0.38% among 360,000; inhibition, % at 4.98 µM; in the data active = inhibition above about 21%;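 also: 0% = vehicle only and 100% = reference blocker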
TWEAK-Fn14 inh: inhibitors of TWEAK-Fn14 interaction signaling; inhibition, % at 10 µM; TWEAK-stimulated Fn14 reporter cells, luciferase luminescence, 8 h; hit rate 2% among 360,000; in the data active = inhibition above about 50%
SRC1 inh: inhibits human SRC1 coactivator. Q15788. HEK293 GAL4-SRC1 luciferase reporter, luminescence. inhibition, % at 3.6 µM. hit rate 0.12% among 360,000. AID 588354;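 active = inhibition above the campaign mean plus 3 SD, with each screening campaign given its own cutoff, cut at about 60% in these data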;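 also: 0% = DMSO treated cells and 100% = gossypol at 36 µM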
The depositor's hits bear a star; . = not tested or not shown. Not all compounds are listed (hit frequency here may not be typical).

Structure,Granule exo inh,LRH-1 inv ag,TROY NFkB inh,NR2F2 inh,TLR9-MyD88 block,SRC3 inh,ABHD5-PLIN5 inh,SRC2 inh,NOD2-RIPK2 inh,TWEAK-Fn14 inh,SRC1 inh
COCCNC(=O)C1CCCN(c2ncccn2)C1 (stereo not given),2,-2,15,-4,-1,-14,-4,0,-3,10,-4
CCCCCCN1CC(C(=O)OCC)C(=O)C1=O (stereo not given),2,0,4,7,8,3,1,-32,-6,9,-8
COC(=O)C(C)Sc1ccc2nnc(-c3ccccc3)n2n1 (stereo not given),-2,0,25,12,-3,-4,4,6,-4,-4,7
Cn1cnc(S(=O)(=O)N2CCCCC2c2cc(C(=O)NCc3ccc(F)cc3)no2)c1 (stereo not given),-3,-9,-11,-12,.,-2,2,-36,-3,-4,-7
Cc1ccc(NC(=O)Nc2ccc([N+](=O)[O-])cc2)nc1,8,-23,-43,-14,1,-17,2,-10,2,24,-24
CCC1CN(C(=O)N2CCC(C(=O)NCc3ccccc3C)CC2)c2ccccc2O1 (stereo not given),-4,9,-4,15,-10,-17,1,17,-2,6,6
CCn1c(SCc2ccc(C(=O)OC)o2)nc2sc3c(c2c1=O)CCCC3,3,-9,22,9,-3,2,2,-13,6,-1,-9
CCN1/C(=C/c2cccc[n+]2C)Sc2ccc(OC)cc21,5,38,13,77*,-11,30,15,22,2,7,24
Cc1ccccc1-c1nn(-c2ccccc2)cc1C(=O)NCC(c1ccco1)N1CCCC1 (stereo not given),5,27,-6,14,5,-5,2,5,-1,6,0
Cc1nc2ccc(NS(=O)(=O)c3cccc([N+](=O)[O-])c3)cc2s1,2,34,5,7,-1,5,-1,10,2,17,16
COc1cccc(C2c3c(-c4cc(Cl)c(C)cc4O)n[nH]c3C(=O)N2Cc2cccnc2)c1 (stereo not given),0,4,23,11,4,2,-2,0,6,2,-4
CC(C)C[C@H](NC(=O)c1nc[nH]c1C(=O)N[C@@H](CC(C)C)C(=O)OC(C)(C)C)C(=O)OC(C)(C)C,0,13,-7,-18,-7,26,-3,-7,-2,8,-3
Fc1cccc(CSc2nc3ncccc3[nH]2)c1,0,-19,-38,-12,1,-12,-3,-35,-9,-15,-11
O=C(Nc1nccs1)C(c1ccccc1)N1CCCCC1 (stereo not given),-2,17,5,-17,-8,5,-5,14,4,-22,-10
O=C(/C=C/Nc1ccc(Br)cn1)c1cccc(OC(F)F)c1,-8,-78,-42,-57,-4,-51,-8,-31,3,-18,-67
C=CCSC(=S)Nc1c(C)n(C)n(-c2ccccc2)c1=O,-3,4,4,-19,2,4,1,5,-12,24,-23
COc1ccc(C(=O)/C=C2\C(=O)Nc3ccc(Br)cc32)cc1,82*,13,8,14,-7,3,85*,-24,10,43,-2
O=C(Cn1cnc([N+](=O)[O-])c1)c1ccc(Cl)cc1,36,-15,-6,-8,-5,-4,-2,-2,-1,1,-8
CCC(=O)NC(=S)Nc1ccc(NC(=O)c2ccc(OC)cc2)cc1,9,-22,3,3,13,12,4,6,-62,-10,-8
CCCCN1CCCCC1(C)C(=O)NCc1cccc(OC)c1 (stereo not given),0,-13,17,5,.,-1,9,-22,-9,-5,-4

Records listed above marked active in ABHD5-PLIN5 inh.
SMILES	Granule exo inh	LRH-1 inv ag	NR2F2 inh	TLR9-MyD88 block	SRC3 inh	ABHD5-PLIN5 inh	SRC2 inh	NOD2-RIPK2 inh	TWEAK-Fn14 inh	SRC1 inh
COc1ccc(C(=O)/C=C2\C(=O)Nc3ccc(Br)cc32)cc1	82*	13	14	-7	3	85*	-24	10	43	-2

New compounds follow:
Structure,Granule exo inh,LRH-1 inv ag,TROY NFkB inh,NR2F2 inh,TLR9-MyD88 block,SRC3 inh,ABHD5-PLIN5 inh,SRC2 inh,NOD2-RIPK2 inh,TWEAK-Fn14 inh,SRC1 inh
O=C(O)CCc1nc2cc(C(F)(F)F)ccc2n(Cc2ccccc2)c1=O,11,0,2,-11,4,5,-6,-10,-1,24,-12
CCN(CC)C(=O)CN1C(=O)COCC1=O,18,6,2,-20,-5,-10,-3,6,6,-26,-10
O=C(NCC(O)c1ccc([N+](=O)[O-])cc1)c1cccc(S(=O)(=O)N2CCCC2)c1 (stereo not given),-2,4,-9,19,1,9,-6,-11,-7,-3,-9
O=C(CSCc1ccccc1Br)N/N=C/c1ccccc1C(=O)O,-3,8,0,-6,10,7,-3,11,2,6,-6
Cc1cc(C)c(S(=O)(=O)N2CCN(c3ccc([N+](=O)[O-])c(NCC4CCCO4)c3)CC2)c(C)c1 (stereo not given),-2,2,-7,-6,6,-10,-6,-21,-126,-14,-2
S=C(Nc1cccnc1)Nc1ccccn1,7,2,-15,.,-8,-14,-10,.,-5,-12,-6
Cc1ccc(NC(=O)c2ccc(=O)[nH]c2)cc1S(=O)(=O)N1CCCCCC1,-3,0,6,-6,-9,-16,-4,-1,5,17,6
CCOc1ccc(-c2cnc(SCC(N)=O)nc2N)cc1,1,-15,-24,12,-12,13,13,-15,-6,12,2
CC(C)NC(=O)COc1ccc(OCc2ccccc2)cc1,-2,1,-41,13,-1,1,-3,22,5,-18,-13
CCOC(=O)c1cc(-c2ccccc2)n(CCC(=O)O)c1C,-2,-6,-2,10,1,-4,-5,18,-7,-16,2

By substructure, those above with two or more sulfur atoms.
Structure,Granule exo inh,LRH-1 inv ag,TROY NFkB inh,NR2F2 inh,TLR9-MyD88 block,SRC3 inh,ABHD5-PLIN5 inh,SRC2 inh,NOD2-RIPK2 inh,TWEAK-Fn14 inh,SRC1 inh
CCn1c(SCc2ccc(C(=O)OC)o2)nc2sc3c(c2c1=O)CCCC3,3,-9,22,9,-3,2,2,-13,6,-1,-9
Cc1nc2ccc(NS(=O)(=O)c3cccc([N+](=O)[O-])c3)cc2s1,2,34,5,7,-1,5,-1,10,2,17,16
C=CCSC(=S)Nc1c(C)n(C)n(-c2ccccc2)c1=O,-3,4,4,-19,2,4,1,5,-12,24,-23

Continued:
Compound	Granule exo inh	LRH-1 inv ag	TROY NFkB inh	NR2F2 inh	TLR9-MyD88 block	SRC3 inh	ABHD5-PLIN5 inh	SRC2 inh	NOD2-RIPK2 inh	TWEAK-Fn14 inh	SRC1 inh
CC(C)n1c(=S)[nH]c2ccccc21	1	0	10	-10	-3	-6	0	-32	3	16	-12
CNc1[nH]c(=O)[nH]c(=O)c1N=Nc1cc(Cl)ccc1Cl	-6	-4	-3	-13	.	8	-2	11	-3	-14	6
Cc1ccc(SCC(=O)OCC(=O)N(C)C2CCS(=O)(=O)C2)cc1C (stereo not given)	0	-6	-9	13	8	2	-4	-25	-3	3	-7
Cc1ccc(C(=O)N2CCN(c3cc4c(cc3[N+](=O)[O-])n(C)c(=O)n4C)CC2)cc1	2	7	21	19	12	6	8	-4	-6	2	-16
CCCCNC(=O)N1CCN(C(c2ccccc2)c2ccccc2)CC1	12	5	-1	.	-2	8	-3	.	12	3	7
O=S(=O)(c1ccc(NC2CCCCC2)cc1)N1CCOCC1	-1	13	6	12	-6	23	2	16	-6	2	9
Cc1nnc(NC(=O)CSc2ccc(-c3ccc(Cl)cc3)nn2)s1	-1	-33	-22	-5	-3	-24	2	-59	-3	-14	-28
CC(C)(C)C(=O)N1CCC(O)(CS(=O)(=O)Cc2ccccc2)CC1	-2	8	-5	-10	-4	-21	-1	21	-7	-8	-13
COCCCNC(=O)CCCCCNS(=O)(=O)c1ccc(Br)cc1	-4	10	9	1	-3	-7	-2	-29	-4	-11	-10
COc1ccc(Cl)cc1NC(=O)c1ccccc1C	-1	-7	22	7	1	11	-5	-13	-8	8	17
CCN(CC(=O)NC(C)C)C(=O)c1ccc(S(=O)(=O)N(C)c2ccccc2OC)cc1	2	8	-4	1	-4	-6	6	-2	11	2	-17
Cc1ccc(CNC2CCCCC2)s1	-3	5	-9	7	9	1	0	-19	0	-10	3
COc1ccc(OC)c(CNC(=O)CCn2c(=O)c3cccn3c3ccc(F)cc32)c1	12	14	9	-4	3	-2	4	-6	3	-15	3
Cc1[nH]c2ccccc2c1C(=O)C(=O)NCCc1c[nH]c2ccccc12	4	9	-6	9	-3	1	3	10	-8	18	16
O=C1C=C(NC2CC2)C2(CCCCC2)O1	1	37	11	-10	-2	-3	-1	1	-4	2	14
Cc1ccc(-n2c3c(cc(C(=O)NCc4ccco4)c2=O)C(=O)CCC3)cc1	0	6	9	3	-14	4	0	28	-8	1	1
C=CCN(CC=C)C(=O)C1CCC(C(=O)N(CC=C)CC=C)CC1 (stereo not given)	-2	9	-1	-5	-6	-14	5	12	-6	-11	-10
COc1c(O)cccc1[C@@H](O)C1CCN(CCc2ccc(F)cc2)CC1	8	1	-2	-3	4	0	4	-30	-12	-5	8
N#CC1(NC(=O)COC(=O)/C=C/c2ccc3ccccc3n2)CCCCC1	-4	2	4	7	-11	-13	3	-13	-3	12	-20
O=C1C=C(c2ccc(Cl)cc2)C(=O)N1Nc1ccccc1	53	2	-6	14	13	11	67*	-99	34*	-24	-19
O=C(O)CSc1nnc(Cc2cccc3ccccc23)n1-c1cc(C(F)(F)F)cc(C(F)(F)F)c1	8	-15	13	12	-5	20	5	-10	2	9	11
O=Cc1cn(CC(=O)Nc2ccc3c(c2)OCO3)c2ccccc12	-5	15	17	26	-16	15	-2	-3	13	4	2
CCOC(=O)C1=C(C)NC(=S)NC1c1ccc(-c2ccc(Cl)cc2)o1 (stereo not given)	-4	-14	7	13	-7	19	15	16	-8	6	-14
O=C(CCC(=O)OCC(F)(F)C(F)F)NCc1ccccc1	0	-13	6	-17	0	-11	-6	-15	-6	7	-33
COc1ccc(C(=O)COC(=O)c2cccc(-n3cnnn3)c2)c(OC)c1	-2	-175	-29	-74	-2	-66	-5	-49	3	-9	-84

Screening results from PubChem.
